# Compound activity deposited in PubChem by several laboratories.
# NOD2-RIPK2 inh = NOD2-RIPK2 protein interaction inhibition | O43353 | CHO BLA complementation NOD2-RIPK2, CCF4 ratio | inhibition, % at 4.98 µM | 0.38% of 360,000 active | AID 624267; in the data active means inhibition above about 21%;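 further: 0% = vehicle only and 100% = reference blocker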
# Target sequence (O43353 whole entry, looked up): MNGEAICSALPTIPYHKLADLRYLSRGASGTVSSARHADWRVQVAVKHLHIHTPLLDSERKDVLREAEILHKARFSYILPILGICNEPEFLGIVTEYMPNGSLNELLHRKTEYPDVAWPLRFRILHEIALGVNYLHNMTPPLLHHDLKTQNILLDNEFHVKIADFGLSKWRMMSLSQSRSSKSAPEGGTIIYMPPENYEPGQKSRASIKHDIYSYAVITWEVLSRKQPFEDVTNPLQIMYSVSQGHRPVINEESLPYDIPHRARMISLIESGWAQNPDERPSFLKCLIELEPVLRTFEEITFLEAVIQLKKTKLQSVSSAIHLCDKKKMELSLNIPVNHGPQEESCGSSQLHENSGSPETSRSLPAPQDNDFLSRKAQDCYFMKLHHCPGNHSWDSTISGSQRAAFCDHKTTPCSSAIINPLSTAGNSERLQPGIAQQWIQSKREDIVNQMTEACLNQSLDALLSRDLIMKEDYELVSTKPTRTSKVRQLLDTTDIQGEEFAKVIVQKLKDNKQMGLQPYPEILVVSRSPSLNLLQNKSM
# LRH-1 inv ag = inverse agonists of human LRH-1 (NR5A2); HEK293T StAR-luciferase reporter, LRH-1 transfected, 24 h; 0.13% of 360,000 active; AID 602396; inhibition, % at 3.6 µM;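 active means inhibition above the mean inhibition of all tested compounds plus 3 SD, cut at about 73% in these data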;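 further: 0% = DMSO wells and 100% = reporter-only cells lacking LRH-1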
# Target sequence (O00482 whole entry, looked up): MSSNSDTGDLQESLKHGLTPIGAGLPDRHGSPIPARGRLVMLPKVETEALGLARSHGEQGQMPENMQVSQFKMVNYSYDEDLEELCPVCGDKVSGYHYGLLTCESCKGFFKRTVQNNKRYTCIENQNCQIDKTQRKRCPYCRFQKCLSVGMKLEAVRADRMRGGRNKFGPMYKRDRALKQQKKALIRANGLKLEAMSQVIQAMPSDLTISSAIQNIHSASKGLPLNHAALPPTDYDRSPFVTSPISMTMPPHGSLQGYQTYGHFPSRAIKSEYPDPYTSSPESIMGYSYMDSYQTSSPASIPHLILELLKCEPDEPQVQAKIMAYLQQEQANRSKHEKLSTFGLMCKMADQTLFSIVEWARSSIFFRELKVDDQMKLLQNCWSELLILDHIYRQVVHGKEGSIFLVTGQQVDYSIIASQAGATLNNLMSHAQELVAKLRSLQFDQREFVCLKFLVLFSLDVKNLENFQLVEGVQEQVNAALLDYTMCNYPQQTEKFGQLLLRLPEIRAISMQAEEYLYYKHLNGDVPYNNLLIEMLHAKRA
# SRC3 inh = inhibitors of human steroid receptor coactivator 3 (SRC3); Q9Y6Q9; HEK293 GAL4-SRC3 luciferase reporter, luminescence; inhibition, % at 3.6 µM; 0.17% of 360,000 active; AID 588352;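 active means inhibition above a per-campaign cutoff, the mean of all compounds plus 3 SD, cut at about 60% in these data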;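 further: 0% = DMSO-treated cells and 100% = gossypol-treated cells at 36 µM; higher means less SRC3-driven luciferase light from the GAL4 reporter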
# SRC1 inh = inhibits human SRC1 coactivator; Q15788; HEK293 GAL4-SRC1 luciferase reporter, luminescence; inhibition, % at 3.6 µM; 0.12% of 360,000 active; AID 588354;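 active means inhibition above the campaign mean plus 3 SD, with each screening campaign given its own cutoff, cut at about 60% in these data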;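 further: 0% = DMSO treated cells and 100% = gossypol at 36 µM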
# COUP-TFII inh = blocks human COUP-TFII nuclear receptor; P24468; HEK293T NGFI-A luciferase reporter, luminescence; inhibition, % at 8.6 µM; 0.7% of 370,000 active; AID 686940;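 active means inhibition above a per-plate cutoff, mean inhibition of test wells between control levels plus 3 SD, cut at about 38% in these data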;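 further: cells cotransfected with COUP-TFII expression vector driving the NGFI-A reporter; 0% = median of COUP-TF2 test wells and 100% = reporter-only cells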
# EBV LMP1 NFkB = inhibitors of Epstein-Barr LMP1-induced NF-kappaB reporter; AID 504558; inhibition, % at 12.5 µM; LMP1-induced NF-kappaB luciferase reporter cells, luminescence; 0.69% of 350,000 active; in the data active means inhibition above about 41%;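 further: 0% = neutral control wells and 100% = reference inhibitor control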
# TROY NFkB inh = inhibitors of TROY-dependent NF-kB signaling | Q293 LMP1-TROYcd NF-kB luciferase reporter, 4 h | inhibition, % at 10 µM | 0.98% of 360,000 active;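 active means compounds whose plate-normalised and pattern-corrected inhibition of the luciferase reporter signal at the single screening dose is 50% or more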
# SRC2 inh = inhibits human steroid receptor coactivator 2 | Q15596 | HEK293 GAL4-SRC2 luciferase reporter, luminescence | inhibition, % at 9 µM | 0.17% of 370,000 active | AID 651957;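 active means inhibition above the mean inhibition of all tested compounds plus 3 SD, set per campaign, cut at about 52% in these data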;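 further: 0% = DMSO treated cells and 100% = cells given Gossypol at 36 µM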
# TWEAK Fn14 block = TWEAK-Fn14 signaling inhibition; 2% of 360,000 active; AID 1159606; inhibition, % at 10 µM; TWEAK-stimulated Fn14 reporter cells, luciferase luminescence, 8 h; in the data active means inhibition above about 50%
# C8 TRAIL sens = caspase-8 TRAIL sensitization. NB7+C8 cells + TRAIL, ATPlite viability luminescence. 1% of 360,000 active. inhibition (viability loss, TRAIL sensitization), % at 10 µM;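 active means compounds causing at least 50% loss of cell viability in the single-dose screen, relative to plate controls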
# TLR9-MyD88 inh = TLR9-MyD88 interaction inhibition; AID 504734; CHO BLA complementation TLR9-MyD88, CCF4 FRET ratio; 0.21% of 340,000 active; inhibition, % at 4.98 µM;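 active means inhibition above the mean over all tested compounds plus 3 SD, cut at about 21% in these data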;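 further: 0% = DMSO only wells and 100% = clavulanate BLA inhibitor control wells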
# The depositor's hits bear a star; . = not tested or not shown. Only part of the results is shown. The share of hits here may be higher or lower than overall.
SMILES,NOD2-RIPK2 inh,LRH-1 inv ag,SRC3 inh,SRC1 inh,COUP-TFII inh,EBV LMP1 NFkB,TROY NFkB inh,SRC2 inh,TWEAK Fn14 block,C8 TRAIL sens,TLR9-MyD88 inh
CCN(CC)S(=O)(=O)c1cccc(NC(=O)CC2CCCC2)c1,-6,9,3,-6,0,4,-20,-1,-6,-5,11
C=CCN1C(=O)/C(=c2\sc3nc(=O)c(Cc4ccccc4)nn3c2=O)c2ccccc21,-17,0,11,-11,16,.,6,8,-20,6,.
NC(=O)c1ccccc1OCC(=O)O,6,8,2,-14,-5,4,7,-11,7,20,1
FC(F)(F)c1ccc(C2[C@H]3CN(Cc4cccnc4)[C@H](c4ccccc4)C34CC2(c2cccnc2)C4)cc1 (some centres undefined),-4,-20,9,3,15,-1,21,12,0,11,2
CCOC(=O)[C@H]1[C@H]2COc3ccc(C)cc3[C@@H]2N2C(=O)CN(Cc3ccc(F)cc3)C(=O)[C@@]12C,7,-20,12,-6,6,-5,-3,-35,-5,-1,-5
O=C(NNc1cc(N2CCOCC2)nc(N2CCOCC2)n1)c1ccc(Cl)cc1Cl,6,-11,6,2,14,-1,-10,-3,-20,-4,-4
O=C(c1ccc(CS(=O)(=O)Cc2ccccc2)cc1)N1CCCCC1,-8,2,1,12,19,5,-7,2,8,-7,-5
Cc1ccc(NC(=O)c2ccc(S(=O)(=O)NCC3CCCO3)cc2)cc1C (centres undefined),-3,3,3,-11,-13,7,-7,-14,2,-1,-6
COc1ccc(S(=O)(=O)N2CCN(Cc3cc(OC)c(OC)c(OC)c3)CC2)cc1,-7,12,2,-2,19,3,0,-4,-11,3,-9
Cc1ccc(NC(=O)Cn2nnc3ccccc3c2=O)cc1,1,-14,-14,-20,-13,-16,-44,-19,-59,2,-4
Cc1cc(C)n(C(=O)/C(C#N)=C/N(C)C)n1,-10,6,-4,-10,-3,-4,10,11,8,0,-6
CC(C)N(C(=O)COC(=O)CNS(=O)(=O)c1ccccc1F)c1ccccc1,-1,4,5,-15,10,0,-5,-21,0,1,3

# 2 consecutive entries from above, for reference:
SMILES,NOD2-RIPK2 inh,LRH-1 inv ag,SRC3 inh,SRC1 inh,COUP-TFII inh,EBV LMP1 NFkB,TROY NFkB inh,SRC2 inh,TWEAK Fn14 block,C8 TRAIL sens,TLR9-MyD88 inh
C=CCN1C(=O)/C(=c2\sc3nc(=O)c(Cc4ccccc4)nn3c2=O)c2ccccc21,-17,0,11,-11,16,.,6,8,-20,6,.
NC(=O)c1ccccc1OCC(=O)O,6,8,2,-14,-5,4,7,-11,7,20,1

# Carrying on:
SMILES,NOD2-RIPK2 inh,LRH-1 inv ag,SRC3 inh,SRC1 inh,COUP-TFII inh,EBV LMP1 NFkB,TROY NFkB inh,SRC2 inh,TWEAK Fn14 block,C8 TRAIL sens,TLR9-MyD88 inh
O=C(C(=O)N1CCN(c2ccccc2F)CC1)c1c[nH]c2ccccc12,-10,3,7,-1,0,0,4,20,-1,-5,-6
CNC(=O)c1ccsc1NC(=O)c1ccc(S(=O)(=O)N2CCOCC2)cc1,-10,1,13,3,28,4,12,-13,-2,8,-1
O=C(CSc1nc(-c2cccs2)cc(C(F)(F)F)n1)NCc1ccccc1,6,-16,16,6,-9,2,6,-8,1,4,5
Nn1c(SCC(=O)Nc2nccs2)nnc1-c1ccco1,2,2,6,-20,15,-3,-5,-15,3,-6,3
CCC1CCCCN1c1nc(-c2ccncc2)nc2ccccc12 (centres undefined),-8,-6,20,4,11,-4,13,7,4,2,-5
CCOc1ccccc1NC(=O)c1cc(S(=O)(=O)N2CCN(CC)CC2)ccc1Cl,-3,3,2,-1,3,-13,-1,20,-8,-13,1
C=CCOc1ccccc1CNCCCN1CCOCC1,1,6,3,6,3,2,5,10,4,-8,4
O=C(NCc1nnc(SCC(=O)N2CCN(c3ccccc3)CC2)o1)c1c(F)cccc1Cl,3,-11,-25,-20,-3,1,4,-3,1,-1,5
CN(Cc1ccccc1)C(=O)c1ccc2sc([C@H]3C[C@H](O)[C@@H](CO)O3)nc2c1,-5,-4,-15,-7,-10,.,3,-24,2,2,.
COc1cccc(OCC(O)CN2CCOCC2)c1 (centres undefined),7,-4,13,4,9,4,-11,-19,-6,-4,-9
O=C(CSc1nnc(-c2cccs2)o1)N1CCCCC1,-6,-75,-101,-72,-37,-16,-41,-37,16,-6,5
CSc1ncc(Cl)c(C(=O)C(C#N)c2nc3c(C)cc(C)cc3c(=O)[nH]2)n1 (centres undefined),-4,3,-1,-21,8,-16,48,5,4,7,0
O=C1CSC(c2ccc(Cl)cc2)N1c1cccnc1 (centres undefined),2,13,29,4,22,-1,11,1,3,6,-3
COC(=O)c1ccc(NC(=O)COc2coc(CN3CCc4ccccc43)cc2=O)cc1,-1,7,7,-14,0,-4,-12,15,-5,-13,3
O=C(C1CC1)N1CCCN(C(=O)C2CC2)CC1,-4,2,-4,-32,-10,-3,.,-10,11,2,1
CCOc1ccc(N(CC(=O)OC)S(=O)(=O)c2ccc(OC)c(OC)c2)cc1,4,11,6,8,1,2,1,17,11,4,1
COCCNC(=O)c1cccc(OC2CCN(Cc3ccc(C(C)C)cc3)CC2)c1,0,5,4,6,24,16,21,-11,1,5,0
C[C@@H]1CN([C@H](C)CO)C(=O)c2cc(Br)cnc2O[C@H]1CN(C)C(=O)Cc1ccccc1,-3,-13,-31,3,17,-3,-8,1,14,-9,-3
Cc1ccc(-n2c(-c3ccccc3)n[nH]c2=S)c(C)c1,1,4,-5,2,-3,5,12,8,6,-3,-12
O=C(NCC1CCNCC1)c1ccncc1,-7,-14,-12,-24,-1,-34,.,8,-2,4,-3
O=C(CCn1c(=O)oc2ccccc21)Nc1nc2ccccc2s1,2,18,6,5,0,-4,-33,1,0,3,6
Cc1cc2cc(C(=O)N3CCc4c([nH]c5ccccc45)C3c3ccccn3)ccc2o1 (centres undefined),-8,0,7,-9,20,1,-6,-18,-6,7,-3
C=CCNC(=S)Nc1ccc(C)cc1[N+](=O)[O-],13,-26,-3,0,-15,-5,-13,-1,-10,-5,-3
O=C(c1ccc2noc(-c3ccccc3)c2c1)N1CCN(c2ccccc2)CC1,-1,-7,-9,-12,-8,0,-24,-2,-4,-6,0
Cc1ccc(S(=O)(=O)N(C)C)cc1NC(=O)c1n[nH]c(=O)c2ccccc12,-9,39,14,1,8,1,8,1,-33,18,7
CC(C)NC(=O)CSc1ccccc1C(=O)N1CCN(S(=O)(=O)/C=C/c2ccccc2)CC1,4,-5,-3,-16,7,-2,-29,3,1,12,8
COc1cc(C)c(C)cc1S(=O)(=O)N1CCCc2ccccc21,5,3,-9,-26,-3,-18,13,7,15,4,-2
COc1cc(C)c(C(=O)CC(=O)c2c(C)cc(OC)cc2C)c(C)c1,3,-1,24,14,-2,.,11,-3,12,-7,.
OCCN1CCN(Cc2ccc3ccccc3c2)CC1,-11,2,-2,-7,-3,1,6,-11,2,19,8
Cc1c(CN2CCC(CO)(CCOc3ccccc3)CC2)[nH]c2ccc(Cl)cc12,9,15,-36,-22,-14,-2,3,2,-11,40,-7
O=C(CSc1ccc(Cl)cc1)N1CCN(c2ncc(C(F)(F)F)cc2Cl)CC1,-5,-26,8,-4,-22,9,36,-26,6,11,2
Cc1ccc(N/C(=C\C(=O)c2ccccc2)C(=O)O)cc1,0,-37,-36,-42,-35,-9,-28,-18,4,-1,2
COc1ccc(N(CC(=O)NCc2cccnc2)S(=O)(=O)c2c(C)nn(C)c2C)cc1,6,3,6,-5,-4,-7,-22,4,14,9,-3
Cn1c(=O)c2c(nc(OCc3ccc4c(c3)OCO4)n2Cc2ccccc2Cl)n(C)c1=O,-4,-4,13,-10,-12,9,-28,9,-2,3,-2
CCn1c(SCC(=O)NC2CC2)nnc1C(C)Oc1ccccc1 (centres undefined),-2,10,12,-22,1,-7,-8,-7,1,-15,-17
COCC(=O)N1C[C@H](C)[C@H](OC)CN(C)C(=O)c2cc(NC(=O)Nc3cccc(F)c3)ccc2OC[C@@H]1C,-3,18,.,.,3,.,.,-14,.,4,.
CCCNc1c(NS(=O)(=O)c2ccc(NC(=O)CC)cc2)c(=O)oc2ccccc12,-1,5,-4,11,16,33,-5,4,6,-4,-4
Cc1sc(NC(=O)c2ccco2)c(CN2CCN(c3ccccn3)CC2)c1C,8,-10,16,-19,.,0,-30,.,17,0,-1
Cc1cc(C)nc(SCC(=O)N/N=C/c2cccn2-c2cccc(C(F)(F)F)c2)n1,-2,8,-10,-17,5,6,6,14,1,0,7
Cc1c(C(=O)NCc2ccc3c(c2)OCO3)oc2ccc(S(=O)(=O)N3CCCC3)cc12,4,4,12,3,5,11,6,-5,10,2,7
CC(C)C(=O)Nc1ccc(-c2nc3cccnc3o2)cc1,-14,-171,-86,-94,-26,1,13,-37,60*,47,-93
O=C(CN1CCCCCCC1)N/N=C/c1ccc(F)cc1F,-12,14,11,-9,-4,-8,-25,-24,-8,2,-1
CC12CCC(=O)N1C(C(=O)Nc1nc(-c3ccccc3Cl)cs1)CS2 (centres undefined),2,-27,0,-15,-14,-22,-17,-7,-15,21,1
O=C(O)c1ccc(CNC(=O)C2CCN(S(=O)(=O)c3cccs3)CC2)cc1,-4,-4,11,20,2,1,-10,4,0,-17,-6
CC(=O)Nc1ccc(NC(=O)Cc2ccc(S(=O)(=O)N3CCCCC3)s2)cc1,-5,-6,-4,-1,14,1,-20,-2,9,7,6
C[C@H](O)[C@@H]1C(=O)N2CCc3ccc(N4CCOCC4)cc3[C@@H]2C[C@@H]1N(C)C(=O)Nc1ccccc1,-2,4,-10,-6,-6,-5,-7,13,16,7,-10
Cc1cccc(-c2noc(CN(C)C(=O)c3ccc4c(c3)OCO4)n2)c1,8,-5,-22,10,-23,-2,-19,-11,55,-23,2
COc1cc(CNC(=O)Nc2nnc([C@H]3C[C@H](O)[C@@H](CO)O3)s2)cc(OC)c1OC,2,16,-3,5,-5,.,-8,5,6,-7,.
Cc1csc(NC(=O)c2ccc(C)o2)n1,8,-89,-88,-71,-29,-8,-22,-31,-7,7,-1
COc1ccc(CN2CCN(Cc3ccc(CO)o3)CC2CCO)cc1C (centres undefined),2,7,-6,6,-4,-18,-7,14,-15,-8,2
Cn1c(=O)cc(OCCCC(=O)Nc2cccc(Cl)c2)c2ccccc21,5,31,8,0,-34,.,-20,-11,-1,1,.
O=C(NC1CCCCC1)C1c2ccccc2OCC(=O)N1Cc1ccccn1 (centres undefined),-17,20,.,.,-8,.,5,3,-7,9,.
CSCCC(Nc1ncnc2ccc(Br)cc12)C(=O)O (centres undefined),-14,17,0,2,19,1,21,13,25,20,4
Cn1cc(S(=O)(=O)N2CCCC2)cc1C(=O)NCCc1ccccc1,10,0,-12,-5,0,3,-11,-24,11,-5,-5
CCOc1ccc(CCNC(=O)COC(=O)C2CCN(c3ccc(C(F)(F)F)cn3)CC2)cc1OCC,-6,-12,-7,-21,-7,-3,11,13,6,-2,1
CC1=NN(C(=O)CCc2ccccc2)C(O)(c2ccncc2)C1 (centres undefined),-6,2,8,-2,14,0,-6,-2,-8,-2,9
CCOC(=O)N1CCN(c2nnc(-c3ccccc3)c3ccccc23)CC1,-2,12,-16,-4,-17,4,-5,8,-25,7,-4
Cc1cc(=O)n2[nH]c(C(F)(F)F)c(-c3ccccc3)c2n1,4,-1,6,4,.,3,4,.,28,6,4
